# NCI-60 one-dose screen, 48 h, at 10 µM unless noted. Numbers give growth in % (100 = growth as untreated, 0 = no growth, -100 = all killed).
# SF-539 = SF-539 CNS cancer | actives 6.8% (n = 81,000) | AID 1794752
# HCT-116 = HCT-116 colon cancer | actives 7.3% (n = 82,000)
# SNB-19 = SNB-19 CNS cancer cells; actives 2.5% (n = 81,000); AID 1794751
# KM12 = KM12 colon cancer cells; actives 5% (n = 82,000)
# SF-295 = SF-295 CNS cancer cells | actives 5.6% (n = 79,000) | AID 1794758
# HCC-2998 = HCC-2998 colon cancer | actives 4.7% (n = 79,000) | AID 1794799
# HCT-15 = HCT-15 colon cancer | actives 5.2% (n = 82,000) | AID 1794746
# SW-620 = SW-620 colon cancer | actives 5.2% (n = 82,000) | AID 1794795
# SNB-75 = SNB-75 CNS cancer. AID 1794750. actives 5% (n = 79,000)
# Starred values were filed as active, the others as inactive; · = no result given; & = joins results of further samples; [ ] = remark or other dose. Rule for the calls: active = growth percent below 10; inactive = the rest. This is a random part of the collection; any-hit rate near 11%.
SMILES,SF-539,HCT-116,SNB-19,KM12,SF-295,HCC-2998,HCT-15,SW-620,SNB-75
COc1ccc(-c2c[nH]c(C(=O)NCCO)c2-c2cc(OC)c3c(c2OC)OCO3)cc1,93,101,94,104,100,103,103,97,80
C[C@@H]1O[C@@H](OC[C@H]2OC(Oc3c(-c4ccc(OCCO)c(OCCO)c4)oc4cc(OCCO)cc(O)c4c3=O)[C@H](O)[C@@H](O)[C@@H]2O)[C@H](O)[C@H](O)[C@H]1O (stereo not given in full),101,109,101,100,105,112,106,104,106
Cc1cc(=O)oc2cc(OC(=O)CN3CCN(C)CC3)ccc12,98,96,96,99,101,108,99,96,74
COCCCn1c(-c2cc(OC)c(OC)c(OC)c2)nn2c(=O)c3ccccc3nc2c1=O,106,109,102,·,91,106,100,104,94
COc1cc(Nc2ncc(NC(=O)Nc3c(Cl)cccc3Cl)c(Oc3ccc(C)cc3OC)n2)cc(OC)c1,96,97,100,100,89,93,95,95,89
O=[N+]([O-])c1cc(Br)cc2c1[nH]c1ccc(Br)cc12,85,37,81,71,50,94,82,67,20
N#Cc1c(-c2ccccc2Cl)cc(-c2c[nH]c3ccccc23)[nH]c1=O,52,52,70,71,76,73,49,·,26
COc1cc(/C=N\NC(=O)c2cnn(CC(O)c3ccccc3)c2N)cc(OC)c1OC (stereo not given),87,92,94,86,97,99,102,95,76
CC(C)c1ccc(C(C)C)cc1,113,100,106,116,103,103,104,102,106
CC(C)CC1C(C)(c2ccccc2)CC1(C)c1ccccc1 (stereo not given),99,107,110,95,90,95,101,101,88
COc1cc(/C=C/C(=O)c2cc(OC)c(OC)c(OC)c2)ccc1OCc1ccc(Cl)cc1,107,105,104,106,105,116,103,113,116
C[C@@]1(O)c2ccccc2N2C(=O)C(=O)N3[C@H](c4cccnc4)[C@]45C[C@@H]1[C@]23C=C4CC(=O)N5,97,104,98,105,102,104,105,105,97
c1ccc(-c2c3c(cn2CCN2CCCC2)-c2oncc2CC3)cc1,94,103,106,106,99,118,104,106,90
CSC(=S)N/N=C/c1coc2ccccc2c1=O,96,93,97,101,101,107,98,97,89
Oc1[nH]c2ccccc2c1N=NC(=S)N=Nc1c(O)[nH]c2ccccc12,98,98,101,105,104,120,108,106,104
Nc1nc2ccc([N+](=O)[O-])cc2s1,106,107,98,104,105,111,89,107,101
C=Cn1cc(C(=O)O)c(=O)c2cc(F)c(N3CCN(c4nccc(-c5nccs5)n4)CC3)cc21,-43*,-34*,-0.4*,-15*,-26*,-62*,-51*,·,-23*
NNc1nc(-c2ccccn2)nc2sc3c(c12)CCCCCC3,96,30,·,58,52,67,21,63,77
COc1cc2c(c(OC)c1OC)C(=O)CC(c1cccc(NC(=O)c3cc(NC(=O)[C@H](C)N)ccc3Cl)c1)O2 (stereo not given in full),44,23,67,42,110,81,24,18,76
O=C(O)c1cn(C2CC2)c2cc(N3CCN(C(=O)CCCN4C(=O)S/C(=C/c5ccc(Cl)cc5)C4=O)CC3)c(F)cc2c1=O,99,98,100,105,99,106,100,101,84
C#CCOCC1CNC(=S)O1 (stereo not given),97,106,107,104,102,114,97,108,105
O=C(O)c1ccc(-n2cc(/C=N/Nc3ccc(Br)cc3)c(-c3cccc(C(F)(F)F)c3)n2)cc1,80,38,70,39,66,54,50,74,77
N#Cc1c(N)nc2c(c1N)C(c1ccccc1Cl)C1=C(CCCC1=O)N2c1sc2c(c1C#N)CCCC2 (stereo not given),96,89,91,91,97,104,99,96,96
CCc1c(C(=O)Nc2nc3ccccc3s2)nnn1-c1ccccc1F,102,83,83,92,97,95,61,91,98
N#C/C(=C\c1ccc(Br)cc1)n1nnc2cccc(F)c21,1.1*,2.7*,26,7.2*,55,19,1.8*,-48*,-25*
c1ccc(-c2nc(-c3ccccn3)nc(-c3ccccn3)n2)nc1,·,92,·,73,78,107,46,99,72
O=c1sn(CCI)c(=O)n1Cc1ccc(Cn2c(=O)sn(CCI)c2=O)cc1,111,95,94,96,97,109,97,100,84
Cc1ccc(NC(=O)Nc2ccccc2C(N)=O)cc1,94,103,94,104,100,115,112,105,89
Cc1[nH]c(/C=C/C(=O)c2ccc(C(F)(F)F)c(F)c2)c(C)c1C(=O)NCC(C)C,96,97,92,101,91,99,94,102,89
Cc1c(C(=O)NCCc2ccc(N3CCCCC3)cc2)[nH]c2ccc(Cl)cc2c1=O,94,77,103,82,77,103,93,98,84

# Whole records as entered above. Order of screens: SF-539 | HCT-116 | SNB-19 | KM12 | SF-295 | HCC-2998 | HCT-15 | SW-620 | SNB-75
# NNc1nc(-c2ccccn2)nc2sc3c(c12)CCCCCC3 across the screens: 96 | 30 | · | 58 | 52 | 67 | 21 | 63 | 77
# O=C(O)c1ccc(-n2cc(/C=N/Nc3ccc(Br)cc3)c(-c3cccc(C(F)(F)F)c3)n2)cc1 across the screens: 80 | 38 | 70 | 39 | 66 | 54 | 50 | 74 | 77
# COc1cc2c(c(OC)c1OC)C(=O)CC(c1cccc(NC(=O)c3cc(NC(=O)[C@H](C)N)ccc3Cl)c1)O2 (stereo not given in full) across the screens: 44 | 23 | 67 | 42 | 110 | 81 | 24 | 18 | 76

# Later entries.
SMILES,SF-539,HCT-116,SNB-19,KM12,SF-295,HCC-2998,HCT-15,SW-620,SNB-75
C=C(C)[C@@H]1CC[C@]2(C(=O)NCCN(CCNC(=O)C(Cl)Cl)CCNC(=O)C(Cl)Cl)CC[C@]3(C)[C@H](CC[C@@H]4[C@@]5(C)CC[C@H](OC(C)=O)C(C)(C)[C@@H]5CC[C@]43C)[C@@H]12,84,57,82,69,73,93,76,89,80
CC1(C)CC[C@]23CC[C@]4(C)[C@H](CC[C@@H]5[C@@]6(C)Cc7cnoc7C(C)(C)[C@@H]6CC[C@]54C)[C@H]2[C@H]1OC3=O,93,102,97,99,109,105,107,96,75
CC1=N/C(=C\c2ccc(N(C)C)cc2)C(=O)N1CCc1ccc(S(N)(=O)=O)cc1,98,94,95,104,100,97,104,112,78
Cn1c(=O)c2ncn(CC(=O)O)c2n(C)c1=O,92,102,95,105,106,89,118,105,107
COc1ccccc1Cn1cc2c(c1-c1ccccc1)CCc1cnoc1-2,11,21,54,30,-3.8*,81,36,17,16
c1ccc(C2Cc3ccccc3C2=NC2CCCCC2)cc1 (stereo not given),89,97,104,112,·,108,95,119,92
CC(=O)c1c(N)c(C#N)cn1Cc1ccc(Cl)cc1Cl,106,109,106,104,117,109,108,110,110
CC(=O)O[C@H]1[C@@H]2OC(=O)C(CSc3ccccc3)[C@@H]2C[C@H]2O[C@]2(C)CC/C=C(\C)CCC[C@@H]1C (stereo not given in full),57,-37*,68,52,49,81,13,-21*,37
CCCCOc1ccc(C(=O)OCCNC(C)C)cc1N,98,95,103,104,104,100,103,106,102
CCN1C(=O)N(CC)C2NNC(Sc3c(C(=O)O)c4ccccc4n(C4CCCC4)c3=O)=NC21 (stereo not given),-25*,4.1*,39,3.7*,8.0*,26,15,31,21
COc1ccc2c(C3(c4cn(C)c5cc(OC)ccc45)C(=O)Nc4ccccc43)cn(C)c2c1,96,84,106,104,94,101,97,101,64
Brc1cnc2[nH]cc(-c3csc(-c4ccc5ccccc5c4)n3)c2c1,99,104,101,92,100,101,100,99,81
C[n+]1ccc(C(N)=O)cc1,105,116,103,103,99,101,105,107,96
c1nc(NCC2CCCO2)cc(Nc2ccc(OCCN3CCCC3)cc2)n1 (stereo not given),102,100,99,102,98,106,103,107,97
CCOc1ccc(NC(=O)CSc2oc(-c3ccccc3)nc2S(=O)(=O)c2ccc(F)cc2)cc1,6.6*,22,88,85,50,85,77,90,103
CCC(C)(C)OC(=O)c1ccccc1C,94,88,97,102,96,106,100,101,90
CCOC(=O)C1(C(N)=O)OC1(c1ccc(Cl)cc1)c1ccccc1Cl (stereo not given),98,96,94,110,95,105,101,105,90
c1ncn(C23CC4CC(CC(C4)C2)C3)n1,102,100,109,109,107,96,108,105,105
N[C@@H](CSSC[C@H](N)C(=O)Nc1ccc(OCC2CCCC2)cc1)C(=O)Nc1ccc(OCC2CCCC2)cc1,-100*,-36*,-96*,-81*,-90*,-96*,-77*,-84*,-96*
COc1cc(Br)c(-c2nc(-c3ccccc3)c(-c3ccccc3)n2C2CC2)cc1OC,98,62,89,75,73,91,61,86,101
O=C1/C(=C/c2ccc([N+](=O)[O-])cc2)CCc2ccccc21,96&94,90&106,92&94,99&103,93,97&102,105&97,104&106,94&81
COC(=O)C1(C(=O)OC)C(C(=O)c2ccccc2)C1c1ccccc1 (stereo not given),102,91,107,102,115,·,96,92,82
CCc1cccc(CC)c1N1CC(C(=O)O)CC1=O (stereo not given),95,101,·,105,97,104,102,97,90
CC(=O)OC1[C@@H](OC(C)=O)[C@H](OC(C)=O)C2(CO2)[C@H](OC(C)=O)[C@H]1OC(C)=O (stereo not given in full),104,103,96,106,107,88,95,87,100
COc1ccc(-c2cc(-c3ccc(Cl)cc3)nc3nc(NC(C)=O)nn23)cc1,99,95,97,100,101,110,94,106,100
O=C(O)C1[S][Sb]([CH](C(=O)O)[CH](C(=O)O)[Sb]2[S]C(C(=O)O)C(C(=O)O)[S]2)[S]C1C(=O)O (stereo not given),76,100,93,100,·,108,88,103,84
OC1CCc2c(-c3ccc4ncnc(N5CCc6cc(F)c(Cl)cc65)c4c3)cncc21 (stereo not given),54,67,57,66,54,72,41,85,32
CCOC(=O)C1=C(C)n2nc(CC#N)c(C#N)c2NC1c1ccc(C2Nc3c(C#N)c(CC#N)nn3C(C)=C2C(=O)OCC)cc1 (stereo not given),101,100,100,98,99,97,100,99,87
CC(=O)N1N=C(c2ccccc2)CC1c1c(C)nn(-c2ccccc2)c1N1CCOCC1 (stereo not given),89,81,93,99,96,92,101,96,86
NC(=S)N/N=C1/Cc2cccc3cccc1c23,93,82,96,100,109,·,90,108,98
CN(C)C1CCCC/C=C(/c2ccccc2)C1c1ccccc1 (stereo not given),92,99,102,113,103,101,102,108,60
CC(=O)Nc1ccc(N)cc1S(=O)(=O)O,96,92,102,108,109,101,104,105,110
Cc1ccc(-c2cc3nc(N(C)C)nc(-c4cccs4)n3n2)cc1,101,96,99,90,88,104,95,88,86
O=S1(=O)NCCN1CCNc1nccc(-c2c(-c3cccc(O)c3)nc3sccn23)n1,109,98,122,108,93,113,127,127,73
CC(O)CN(/N=C\c1ccc([N+](=O)[O-])o1)C(N)=O (stereo not given),110,90,97,98,107,98,111,98,110
CC(=O)N(C)N=Nc1ccc(C)cc1,101,101,101,118,101,92,107,99,93
CNC(=O)c1cc(-n2ccc3cc(NC(=O)c4ccc(Cl)c(C(F)(F)F)c4)ccc32)ccn1,78,99,82,94,93,83,93,103,93
C/C(=C(/C)C1CC1CCNS(=O)(=O)c1ccc(C)cc1)c1ccc2c(c1)OCO2 (stereo not given),98,92,100,90,97,114,93,87,104
O=C1CC2C=CCN2C=C1c1cccs1 (stereo not given),95,89,105,104,94,97,102,109,90
Cc1ccc(NC(=O)Cn2nncc2COc2ccc3ccccc3c2C=O)cc1,87,98,84,95,101,97,99,94,65
CCCCN(CCCC)CC1CC(C(C)(C)C)CCC1O (stereo not given),107,63,105,97,87,97,92,94,91
COc1ccc(S(=O)(=O)NCCCNc2cc(-c3cn(-c4ccccc4)nc3-c3cccc(OC)c3)ccn2)cc1,71,42,53,50,32,44,41,72,76
O=C1NN(C(=O)c2ccccc2)C(c2ccc(Cl)c(Cl)c2)=C/C1=C\c1ccccc1[N+](=O)[O-],15[6.75 µM],5.0*[6.75 µM],24[6.75 µM],4.6*[6.75 µM],-38*[6.75 µM],-20*[6.75 µM],-28*[6.75 µM],14[6.75 µM],25[6.75 µM]
COc1ccccc1N1C(=O)C=CC1=O,96,81,93,123,97,105,103,21,88
O=C(/C=C/C12c3ccccc3C(c3ccccc31)C1C(=O)NC(=O)C12)c1ccncc1 (stereo not given),5.8*,-16*,15,7.7*,28,88,4.7*,13,14

# An excerpt from above in order of molecular weight, largest number first:
SMILES,SF-539,HCT-116,SNB-19,KM12,SF-295,HCC-2998,HCT-15,SW-620,SNB-75
Cc1ccc(NC(=O)Cn2nncc2COc2ccc3ccccc3c2C=O)cc1,87,98,84,95,101,97,99,94,65
CN(C)C1CCCC/C=C(/c2ccccc2)C1c1ccccc1 (stereo not given),92,99,102,113,103,101,102,108,60
CC(O)CN(/N=C\c1ccc([N+](=O)[O-])o1)C(N)=O (stereo not given),110,90,97,98,107,98,111,98,110
COc1ccccc1N1C(=O)C=CC1=O,96,81,93,123,97,105,103,21,88
CC(=O)N(C)N=Nc1ccc(C)cc1,101,101,101,118,101,92,107,99,93

# The list continues:
SMILES,SF-539,HCT-116,SNB-19,KM12,SF-295,HCC-2998,HCT-15,SW-620,SNB-75
Brc1ccc2[nH]cc(-c3cncn3Cc3ccc(I)cc3)c2c1,75,56,78,95,75,92,57,83,15
COc1ccc(-c2nc(-c3nc4ccc(C)cc4[nH]3)cc3c2[nH]c2ccccc23)cc1,50,19,84,21,26,49,30,81,·
CNC1=C([N+](=O)[O-])C(c2ccc(OC)cc2)C(C#N)=C(c2cccs2)O1 (stereo not given),100,109,105,103,101,109,108,106,95
Cc1ccc(-c2nc(C(=O)O)c(Sc3ccc(Cl)cc3)o2)cc1,93,101,93,97,110,109,113,115,80
Nc1c(C(=O)Nc2ccccc2)sc2ncc(Br)cc12,97,93,95,86,·,95,94,100,60
O=C1C(Cl)=C(NC(=O)C2CCCCC2)C(=O)C(Cl)=C1NC(=O)C1CCCCC1,103,89,100,170,106,103,109,120,90
CC1=CC(=O)CC(C)(C)[C@@]1(O)/C=C/[C@@H](C)O,102,101,98,102,91,95,89,105,·

# Already shown: entries from further up.
SMILES,SF-539,HCT-116,SNB-19,KM12,SF-295,HCC-2998,HCT-15,SW-620,SNB-75
Brc1ccc2[nH]cc(-c3cncn3Cc3ccc(I)cc3)c2c1,75,56,78,95,75,92,57,83,15
COc1ccc(-c2nc(-c3nc4ccc(C)cc4[nH]3)cc3c2[nH]c2ccccc23)cc1,50,19,84,21,26,49,30,81,·

# Bioassay records deposited in PubChem BioAssay by NCI.
